HEK293 viab = cell viability loss counter-screen | HEK-293-SNCA-luc viability, GF-AFC fluorescence, 24 h | Potency, µM (series often up to 57.1 µM), inactives show at the highest dose activity change, negative = cytotoxicity, most hits filed as cytotoxic | 0.12% of 150,000 active | AID 1671193;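 also: potency is read from the fitted curve at half-maximal effect; 0% = DMSO-treated cells and -100% = medium-only wells without cells; nearly all actives have a fitted effect of over 30% in size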
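HEK-293-SNCA-luc cells (1500/well) plated 24 h, then exposed 24 h to a dilution series; GF-AFC added 30 min at 37C, fluorescence 405/540 nm; normalised to medium-only and DMSO wells, Hill fit.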
NIH3T3 tox = cytotoxic compounds in NIH 3T3 cells. AID 1345082. Potency, µM (series often up to 96.7 µM), inactives show at the top dose activity change, negative = cytotoxicity, hits mostly inhibitors. 4.3% of 94,000 active. NIH 3T3 viability, CellTiter-Glo ATP luminescence, 48-72 h; also: potency is read from the fitted curve at half-maximal effect; nearly all actives have a fitted effect of over 55% in size
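Luminescent ATP readout (CellTiter-Glo, 10 min RT) after 48 or 72 hr compound exposure of NIH 3T3 cells seeded at 400 cells/well in 1536-well format; quantitative HTS.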
GPT2 inhibitor = blocks human glutamate pyruvate transaminase 2; Q8TD30; Recombinant GPT2, coupled pyruvate oxidase/HRP Amplex Red fluorescence; Potency, µM (series often up to 57.7 µM), for the others: at the highest dose activity change, negative = inhibition, most hits filed as inhibitors; 0.25% of 100,000 active; AID 1671188; also: potency is read from the fitted curve at half-maximal effect; nearly all actives have a fitted effect of over 60% in size; many of its hits are not listed in these tables
Target sequence (Q8TD30 whole entry, looked up): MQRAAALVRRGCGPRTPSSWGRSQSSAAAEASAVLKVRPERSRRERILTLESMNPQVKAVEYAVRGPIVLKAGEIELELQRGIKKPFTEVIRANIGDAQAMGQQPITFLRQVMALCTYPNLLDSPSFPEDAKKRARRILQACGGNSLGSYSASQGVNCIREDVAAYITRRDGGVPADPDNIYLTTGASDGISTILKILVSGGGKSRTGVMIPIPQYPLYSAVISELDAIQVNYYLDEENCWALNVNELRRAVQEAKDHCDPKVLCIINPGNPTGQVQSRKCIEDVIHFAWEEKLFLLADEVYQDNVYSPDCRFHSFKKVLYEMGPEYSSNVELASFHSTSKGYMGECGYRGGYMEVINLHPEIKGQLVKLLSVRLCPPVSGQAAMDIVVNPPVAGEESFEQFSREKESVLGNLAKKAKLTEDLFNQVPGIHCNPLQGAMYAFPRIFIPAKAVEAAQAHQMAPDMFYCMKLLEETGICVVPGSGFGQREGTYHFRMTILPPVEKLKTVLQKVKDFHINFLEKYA
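Inhibition is scored from Amplex Red fluorescence generated when pyruvate oxidase and HRP act on pyruvate released by GPT2. Reactions contain 10ng/uL enzyme, 250uM a-KG and 2mM L-alanine and run 30 min at room temperature.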
IP6K1 inhibitor = inhibitors of human IP6K1. Q92551. AID 1645851. activity change, % (series mostly up to about 58 µM). IP6K1 kinase, ADP-Glo luminescence, 2 h; stronger effect = lower value. 0.81% of 140,000 active; in the data active = activity change below about -25%
Target sequence (Q92551 whole entry, looked up): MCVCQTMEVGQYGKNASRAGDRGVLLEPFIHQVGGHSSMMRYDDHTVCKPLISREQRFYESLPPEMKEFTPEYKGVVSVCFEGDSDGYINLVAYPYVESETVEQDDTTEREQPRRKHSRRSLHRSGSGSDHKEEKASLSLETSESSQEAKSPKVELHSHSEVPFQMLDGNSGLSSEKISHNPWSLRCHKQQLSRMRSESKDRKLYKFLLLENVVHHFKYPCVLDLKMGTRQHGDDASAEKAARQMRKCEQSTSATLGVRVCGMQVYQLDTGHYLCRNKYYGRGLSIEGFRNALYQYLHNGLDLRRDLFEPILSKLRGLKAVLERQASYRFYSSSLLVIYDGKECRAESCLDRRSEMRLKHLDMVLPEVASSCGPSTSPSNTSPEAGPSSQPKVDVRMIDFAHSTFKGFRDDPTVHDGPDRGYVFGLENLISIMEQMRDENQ
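ADP-Glo luminescence measures ADP made by human IP6K1 during a 2 h RT reaction with ATP/IP6 (mix at 1.3 mM/130 uM); top library doses 57.5 and 19.1 uM final.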
Luciferase inh = inhibitors of firefly (Photinus pyralis) luciferase; 2.5% of 76,000 active; Potency, µM (highest dose often 115 µM), inactives show top-dose activity change, negative = inhibition, most hits filed as inhibitors; P08659; purified P. pyralis luciferase, luminescence, biochemical; also: potency is read from the fitted curve at half-maximal effect; nearly all actives have a fitted effect of over 65% in size
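Cell-free enzyme assay, 10nM P. pyralis luciferase, luciferin and ATP each at 10uM. Inhibition profiled over a 6-point titration, read as luminescence.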
HEK cytotox = cytotoxic compounds in HEK 293 cells | HEK 293 viability, ATP luminescence (CellTiter-Glo), 48-72 h | Potency, µM (titrated, usually from 115 µM), for inactives: at the highest dose activity change, negative = cytotoxicity, most hits filed as inhibitors | 6.6% of 94,000 active; also: potency is read from the fitted curve at half-maximal effect; nearly all actives have a fitted effect of over 60% in size
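250 HEK 293 cells/well; compound by pintool; incubated 48 or 72 hr at 37 degree Celsius; CellTiter-Glo added, 10 min RT, luminescence imaged.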
SNCA expr inh = inhibitors of alpha-synuclein (SNCA) gene expression; 0.17% of 140,000 active; HEK-293 SNCA-luciferase knock-in, luminescence, 24 h; Potency, µM (highest dose often 57.2 µM), for the others: top-dose activity change, negative = inhibition, hits mostly inhibitors; AID 1671194;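 also: potency is read from the fitted curve at half-maximal effect; plate controls were DMSO cells for no effect and cell-free wells for full effect; nearly all actives have a fitted effect of over 45% in size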
Starred values were filed as active, the others as inactive; i = inactive; ? = inconclusive; / = no result given; & = joins results of further samples; [ ] = remark or other dose. Unless noted, calls follow the shape of the dose curve; as a rule, active = well fitted curve in the direction sought with a large enough effect; inconclusive = small, poorly fitted or top-dose-only effect, or another doubt; inactive = no such curve, though single readings can be large; an effect the other way counts as inactive or inconclusive. Unless noted, % is scaled to controls: 0 for no effect and ±100 for the full control effect. Only part of the results is shown. The share of hits here may be higher or lower than overall.

Screens in order – GPT2 inhibitor	Luciferase inh	HEK cytotox	HEK293 viab	IP6K1 inhibitor	SNCA expr inh	NIH3T3 tox
O=C(NCc1cc2n(n1)CCNC2)c1cc2c(s1)CCCCC2
  -12%	32µM*	-2%	3%	5	47%[activator]	i
CCOCCCNC(=O)CNC(=O)c1cccc(-c2cc(F)ccc2OC)c1
  /	/	?	/	-14	/	?
COc1ccc(CN2C(=O)[C@@H]3C[C@@H](CN3Cc3ccccc3Cl)Oc3ccccc32)cc1
  -5%	13%	40µM*	-21%	-7	-8%	45µM*
COCC(=O)N1CCN(C(=O)c2cccc(-c3ccccn3)c2)CC1
  i	/	-14%	-5%[12.5 µM]	-6	1%	-17%
CC(=O)N1CCc2cc(CNS(=O)(=O)c3ccc(Br)s3)ccc21
  /	/	/	9%	14	55%[activator]	/
O=C(NCCCc1ccccc1)C1CCN(Cc2ccccc2-c2cccnc2)CC1
  -3%	/	?	-3%	4	5%	?
C/C=C(/C)C(=O)O[C@@H]1C[C@@H](OC(=O)/C(C)=C\C)[C@@]2(C)C3C(=O)C=C(C)C2C3C1(C)C
  0%[27.3 µM]	/	/	0%[23.9 µM]	8	/	/
Cc1ccc(-c2cccc(C=O)c2)cc1Cl
  -10%[88.5 µM]	/	0%[230 µM]	6%[87.6 µM]	-13	151%[activator][87.6 µM]	?
Cc1ccc(C(=O)N2CCC(Cc3ccc(CN4CCCCC4)cc3)CC2)cn1
  i	/	?	1%	8	0%	?
CN1CC(=O)N(C2CCCCC2)Cc2c(NCCc3ccccc3)ncnc21
  -13%	/	?	-2%	23	5%	?
CCN1CCN(c2cc3c(cc2F)c(=O)c(C(=O)O)cn3C2CC2)CC1
  -1%	/	/	2%[23.9 µM]	6	-28%[25.6 µM]	/
NC(=O)NCC(=O)NC1CCCN(c2nc3ccccc3s2)C1 (stereo not given)
  1%[11.5 µM]	4%	1%	2%	-3	-17%	-3%
CCOc1ccc(CCNC(=O)Cn2c(-c3cccs3)cc3ccccc32)cc1OCC
  /	/	/	8%	-3	1%	/
O=C(NC1CCCCCC1)C1CCCCN1Cc1ccc(-c2ccsc2)cc1 (stereo not given)
  5%	/	?	-6%	7	-6%	-34%
O=C1CCN(CC(O)Cc2ccccc2)c2ccccc2CN1C1CCCC1 (stereo not given)
  /	/	?	/	5	/	?
Cc1ccc2c(C(=O)O)cc(NC(=O)C3CCC3)cc2n1
  -4%	-13%	5%	15%	-3	-13%	-12%
Cc1cccc(C(=O)N2CCc3cc(CNC(=O)CCc4ccccc4)ccc32)c1
  /	/	/	9%	-1	-7%	/
Cn1ncc2c(C(=O)Nc3ccccc3Cl)cc(-c3ccccc3C(F)(F)F)nc21
  /	/	?	/	18	/	-30%
COc1cc2nc(SCc3ccc(F)cc3)n3nc(CCn4c(C)nc5ccccc54)nc3c2cc1OC
  /	/	/	-3%	-2	1%	/
NCCC1CCCC(CCN)N1 (stereo not given)
  -6%	/	/	2%	/	1%	/

More results follow:
Screens in order – GPT2 inhibitor	Luciferase inh	HEK cytotox	HEK293 viab	IP6K1 inhibitor	SNCA expr inh	NIH3T3 tox
N#Cc1cccc(CN2CCC3(CC2)COCCN3C(=O)OCc2ccccc2)c1
  i	-7%[172 µM]	?	?	-7	?	?
COc1cccc([S+](=O)([O-])N2CCn3cc(C(=O)N4CCOCC4)nc3C2)c1
  -3%	/	i	-4%	16	3%	i
C=C1CCC2(OC1)OC1CC3C4CC=C5CC(O)CC(O[C@@H]6OC[C@H](OC(=O)C(O)C(C)CC)[C@H](O)[C@H]6O[C@@H]6O[C@@H](C)[C@H](O)[C@@H](O)[C@H]6O)C5(C)C4CCC3(C)C1C2C (stereo not given in full)
  -2%[17.1 µM]	/	/	-2%[12.5 µM]	-2	/	/
Cc1nnc(-c2cc(-c3cccnc3)ccn2)n1CCN1CCOCC1
  3%[88.5 µM]	-12%[172 µM]	5%[172 µM]	-1%[87.6 µM]	-2	2%[87.6 µM]	?
CCOCCCNC(=O)C(Cc1ccccc1)NS(=O)(=O)c1ccc2c(c1)c(=O)n(C)c(=O)n2C (stereo not given)
  /	/	/	46%	11	-9%	/
Cc1nc(C)c(C(=O)N2CCCCCNC(=O)[C@@H]3CCC[C@@H]32)s1
  -4%	-13%	-15%	?	-5	14%	-25%
CC(=O)c1ccc(NC(=O)N[C@H]2CO[C@H]3[C@@H]2OC[C@@H]3Nc2nccc(-c3ccco3)n2)cc1
  i	-23%	-15%	-9%	-14	64%[activator]	?
Cc1c(-c2nc(-c3ccc4c(c3)OCO4)no2)nnn1-c1cccc(C(F)(F)F)c1
  /	/	/	4%	2	-11%	/
COc1ccc(C(=O)N2CCCC3(CNc4ccccc4[S+](=O)([O-])N3)C2)cc1 (stereo not given)
  i	4%	-4%	-4%	18	-3%	-13%
O=C(NCC1COCCO1)c1ccc(CN2CCC(N3CCCC3)CC2)[nH]c1=O (stereo not given)
  -6%	4%	-1%	-1%	-9	13%	0%
O=C1NCCCCCCN(C(=O)c2ccco2)[C@H]2C[C@H](c3nc(-c4cnccn4)no3)C[C@@H]12
  i	-2%	-4%	-4%	0	-12%	-21%
CCOCc1nc(C2CCCN(C(=O)c3ccc(C)s3)C2)no1 (stereo not given)
  i	-20%	2%	-8%[12.5 µM]	11	22%	?
COc1cccc(NC(=O)N2CCc3nc4cc(-c5ccccc5Cl)[nH]n4c(=O)c3C2)c1
  i	?	?	-2%	4	?	?
CCOc1ccc(N(C)S(=O)(=O)c2cc(-c3cnc(C)o3)ccc2OC)cc1
  /	/	/	-5%	-20	-7%	/
O=C(NCc1ccccc1Cl)[C@@H]1CNC[C@H]1COc1cccnc1
  4%	-8%	2%	-3%	5	17%	1%
Cc1cc(OCCn2cc(C(=O)c3cccs3)c3ccccc32)ccc1Cl
  /	/	/	2%	-7	-6%	/
C=C1CCC2C(C)(C(=O)O)CCCC2(C)C1CC/C(=C\CO)CO (stereo not given)
  i	/	/	-15%	-12	/	/
O=C(NC1CCCCC1)N1CCC(c2noc(-c3ccccc3)n2)C1 (stereo not given)
  i	-11%	?	-14%	-9	?	?
Cc1c(C(=O)NCc2ccccc2Cl)sc2nc3n(c(=O)c12)CCC3
  /	/	/	11%	7	135%[activator]	/
C[S+](=O)([O-])c1cccc(NC(=O)c2cnc3n2CCN(CCc2ccccc2)CC3)c1
  i	3%	?	-9%	13	6%	-10%

Next part:
Screens in order – GPT2 inhibitor	Luciferase inh	HEK cytotox	HEK293 viab	IP6K1 inhibitor	SNCA expr inh	NIH3T3 tox
COc1cccc(CN2CCC(N3C(=O)C(OCC4CC4)C34CCCCC4)CC2)c1OC (stereo not given)
  3%	-2%	?	-25%	-6	-19%	?
Cc1nc2c(c(-c3ccc(Cl)cc3)n1)CCN(C(=O)Nc1ccccc1)CC2
  i	1%	-20%	1%	6	?	-22%
COc1ccccc1-c1onc(C)c1C(=O)NCCC(c1ccccc1)c1ccccc1
  ?	-6%	25µM*	4%	34	-23%	32µM*
Cc1ccc(S(=O)(=O)Nc2c(C)nc3nc(C)[nH]n3c2=O)c(C)c1
  /	/	/	-5%	-16	-10%	/
Cc1ccc(C(=O)N2C[C@@H](CN3CCCN(C)CC3)[C@@H](CO)C2)nc1
  -3%	-6%	5%	-7%	14	13%	i
Cc1ccc(-c2noc(-c3cccnc3NCc3ccc(Cl)cc3)n2)cc1
  /	/	/	-7%	-17	?	/
CC1CCN(c2nc3ccc(C(=O)N4CCN(c5ccccc5)CC4)cc3s2)CC1
  /	/	/	-19%	7	136%[activator]	/
CCc1nc2nc(C)cc(Nc3ccc(OC)cc3OC)n2n1
  /	/	/	12%	-18	35%[activator]	/
COc1ccccc1OCCNC(=O)CCC[C@H]1NC[C@@H]2C[C@H]1CN(Cc1ccccc1)C2
  ?	-17%	-23%	-11%	-6	9%	-19%
Cc1cccc(CNC(=O)c2ccc3c(c2)c(C)c(C)n3Cc2ccccc2)c1
  /	/	/	7%	20	24%	/
O=C(CN1C(=O)CSc2ccc(S(=O)(=O)N3CCCC3)cc21)Nc1cccc(Cl)c1
  /	/	/	-22%	3	-22%	/
COc1cccc(CNC(=O)C(Cc2ccccc2)NS(=O)(=O)c2ccc3c(c2)oc(=O)n3C)c1 (stereo not given)
  /	/	/	-14%	-10	?	/
COCc1nnc(C2CC3(CCN(C(=O)c4ccc(OC)c(F)c4)CC3)CN2C)o1 (stereo not given)
  i	/	-7%	18%	-7	2%	-18%
O=C1Nc2ccccc2CC12CCN(CC1CC1)CC2
  1%[88.5 µM]	-4%[172 µM]	-24%[172 µM]	-5%&0%[87.6 µM]	-2&-23	8%&31%[87.6 µM]	-5%[138 µM]
COc1ccc(C2(C(=O)NC3CCCc4c3[nH]c3c(Cl)cccc43)CCOCC2)cc1 (stereo not given)
  i	2%	45µM*	-22%	-10	?	22µM*
CCCc1nc2nc(C)c(NS(=O)(=O)c3ccc(C)c(C)c3)c(=O)n2[nH]1
  /	/	/	-15%	-1	-5%	/
Cc1c(CNC2CCCCCC2)c(C(=O)O)c(C)n1Cc1ccc(F)cc1
  /	/	/	-2%	-7	-4%	/
CCOc1ccc(Nc2ncnc3onc(-c4ccc(Cl)cc4)c23)cc1
  /	/	/	0%	-12	-7%	/
OCC1CN(C2CCC2)CC12CCN(Cc1ccc[nH]1)CC2 (stereo not given)
  i	9%	?	-7%	-8	-3%	-10%
COCCN1CCCN(C(=O)C2CCCCC2)c2ccccc21
  i	-5%	?	-5%	-6	-9%	?

(more compounds)
Screens in order – GPT2 inhibitor	Luciferase inh	HEK cytotox	HEK293 viab	IP6K1 inhibitor	SNCA expr inh	NIH3T3 tox
Cc1cccc(CN2C[C@@H]3[C@H](C2)N(Cc2ccc(O)cc2)C(=O)C(C)(C)[S+]3(=O)[O-])c1
  ?	-8%[172 µM]	?	-10%[87.6 µM]	23	4%[87.6 µM]	-29%[138 µM]
CCCn1ccc2c(OCC(=O)NCc3ccccc3Cl)cccc2c1=O
  /	/	/	-1%	40	-22%	/
COCCNC(=O)[C@@H]1CCC[C@@H](NCc2ccc(C(F)(F)F)cc2)CN(C)C(=O)C1
  2%[88.5 µM]	-5%[172 µM]	-12%[172 µM]	7%[87.6 µM]	12	-8%[87.6 µM]	1%[138 µM]
Cc1ccc(CN2CC[C@@H]3[C@H]2C(=O)NC[C@H](CCC(=O)N2CC[C@@H](O)C2)N3C)cc1
  -17%[88.5 µM]	4%[172 µM]	-1%[172 µM]	2%[87.6 µM]	-1	-16%[87.6 µM]	-18%[174 µM]
CCOc1ccccc1CNCc1cccn1-c1nnc(N2CCN(c3ccccc3)CC2)s1
  /	/	/	?	2	?	/

Screening results deposited in PubChem by National Center for Advancing Translational Sciences (NCATS).
